GoLoco inh red: inhibitors of human Gai1-RGS12 GoLoco interaction (red fluorophore); Gai1:RGS12 GoLoco peptide FP, rhodamine, 10 min; P63096; actives 0.44% (n = 230,000); Potency, µM (top dose mostly 61.6 µM), for inactives: top-dose activity, negative = inhibition, hits mostly inhibitors; active = well fitted inhibition curve with a large enough effect, not every such curve was filed as active; inactive = no such curve, though single readings can be large or run the other way; also: nearly all actives have a fitted effect of over 30% in size; many of its hits are not listed in these tables
TRb SRC2 PPI: inhibitors of human thyroid hormone receptor beta-SRC2 interaction. actives 0.065% (n = 280,000). P10828. Potency, µM (doses to about 106 µM), without a hit: top-dose activity change, negative = inhibition, most hits filed as inhibitors. TRbeta-SRC2 peptide binding, fluorescence polarization; receptor liganded with 1 µM T3. AID 1469;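 also: plate controls were bound peptide for no effect and peptide without receptor for full effect; nearly all actives have a fitted effect of over 50% in size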
Target sequence (P10828 whole entry, looked up): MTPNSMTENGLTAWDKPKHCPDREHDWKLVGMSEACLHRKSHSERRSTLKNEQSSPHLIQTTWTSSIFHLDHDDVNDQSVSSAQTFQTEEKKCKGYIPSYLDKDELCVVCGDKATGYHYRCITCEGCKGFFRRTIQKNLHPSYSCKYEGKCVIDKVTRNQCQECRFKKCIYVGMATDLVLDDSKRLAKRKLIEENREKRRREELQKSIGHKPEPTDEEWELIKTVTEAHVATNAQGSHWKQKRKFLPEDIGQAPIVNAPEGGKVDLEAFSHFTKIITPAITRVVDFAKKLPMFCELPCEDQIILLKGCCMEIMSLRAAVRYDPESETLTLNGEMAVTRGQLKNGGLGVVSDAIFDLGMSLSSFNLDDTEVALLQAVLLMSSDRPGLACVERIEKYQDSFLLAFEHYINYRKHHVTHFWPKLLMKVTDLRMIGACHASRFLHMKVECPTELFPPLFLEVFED
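Binding of a 20-amino-acid Texas Red SRC2 peptide (20 nM) to TRb ligand-binding domain (0.6 uM) with agonist T3 at 1 uM was followed by fluorescence polarization after a 5 hr room-temperature incubation.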
JMJD2E inh: JMJD2E (human) inhibition; B2RXH2; JMJD2E catalytic domain, FDH-coupled NADH fluorescence (FDH is formaldehyde dehydrogenase); actives 1.6% (n = 230,000); AID 2147; Potency, µM (titrated, usually from 57.1 µM), without a hit: at the top dose activity change, negative = inhibition, actives largely listed as inhibitors; active = well fitted inhibition curve with a large enough effect, not every such curve was filed as active; inconclusive = small, poorly fitted or top-dose-only effect, or another doubt; inactive = no such curve, though single readings can be large or run the other way;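 also: 0% = wells with enzyme and -100% = buffer wells without enzyme; nearly all actives have a fitted effect of over 50% in size; many of its hits are not listed in these tables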
L3MBTL1 inh: blocks human L3MBTL1; Potency, µM (titrated, usually from 57.1 µM), inactives show top-dose activity, negative = inhibition, actives largely listed as inhibitors; actives 0.66% (n = 230,000); Q9Y468; AID 485360; AlphaScreen L3MBTL1–H3K9me1 peptide binding; also: nearly all actives have a fitted effect of over 60% in size
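L3MBTL1 (50 nM) pre-complexed 30 min with biotinylated H3(1-15)K9me1 peptide (75 nM), then compounds added for 30 min at room temperature; AlphaScreen streptavidin donor/nickel chelate acceptor beads (10 ug/mL final) read after 30 min dark incubation.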
RECQ1 helicase: inhibitors of human RECQ1 DNA helicase; RECQ1 DNA unwinding, red fluorescence kinetic read; Potency, µM (series often up to 57.3 µM), for inactives: at the highest dose activity, negative = inhibition, hits mostly inhibitors; actives 0.54% (n = 240,000); AID 2549;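 also: plate controls were vehicle for no effect and no enzyme for full effect; nearly all actives have a fitted effect of over 30% in size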
Target sequence (P46063 whole entry, looked up): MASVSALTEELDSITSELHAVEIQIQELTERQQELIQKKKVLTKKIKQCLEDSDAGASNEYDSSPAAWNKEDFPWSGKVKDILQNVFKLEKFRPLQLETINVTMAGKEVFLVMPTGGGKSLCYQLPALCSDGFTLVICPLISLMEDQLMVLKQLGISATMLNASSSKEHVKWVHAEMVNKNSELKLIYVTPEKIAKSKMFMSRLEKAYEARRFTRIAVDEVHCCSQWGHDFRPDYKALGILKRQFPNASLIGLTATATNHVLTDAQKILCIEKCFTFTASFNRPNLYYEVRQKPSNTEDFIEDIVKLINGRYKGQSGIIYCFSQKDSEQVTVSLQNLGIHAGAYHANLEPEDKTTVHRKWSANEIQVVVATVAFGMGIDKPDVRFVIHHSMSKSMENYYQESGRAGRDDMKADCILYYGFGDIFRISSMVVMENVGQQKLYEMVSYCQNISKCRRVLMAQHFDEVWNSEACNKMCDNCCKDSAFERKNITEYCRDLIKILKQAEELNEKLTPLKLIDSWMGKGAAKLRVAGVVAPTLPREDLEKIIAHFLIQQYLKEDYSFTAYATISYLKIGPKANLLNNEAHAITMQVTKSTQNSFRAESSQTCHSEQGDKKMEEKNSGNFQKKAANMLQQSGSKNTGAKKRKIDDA
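50 nM RECQ1T1 preincubated 15 min with compound in Tris pH 8.0 buffer with MgCl2, DTT, Tween-20 and 2.5 ug/ml poly(dI-dC); started with 200 nM TAMRA/BHQ-2 forked duplex and 2 mM ATP. Unwinding read as fluorescence (525/598 nm), two reads 2 h apart.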
Tau ThT inhib: blocks human tau fibril formation measured by thioflavin T. P10636. recombinant tau K18 P301L (four-repeat tau fragment), heparin-induced fibrillization, ThT fluorescence. Potency, µM (series often up to 57.4 µM), without a hit: top-dose activity, negative = inhibition, usual class: inhibitors. actives 2.1% (n = 270,000); also: nearly all actives have a fitted effect of over 55% in size
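Heparin-induced (20 uM) aggregation of recombinant human K18 P301L tau, 15 uM unlabeled with 0.24 uM labeled, pH 7 acetate buffer, 6 hr at 37 C with compound. Fibrils quantified by 30 uM ThT fluorescence after 1 hr ambient incubation.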
Tau FP inhib: tau fibrillization inhibition (FP); K18 P301L tau heparin fibrillization, Alexa594 FP, 6 h; P10636; Potency, µM (doses to about 57.7 µM), without a hit: top-dose activity, negative = inhibition, hits mostly inhibitors; AID 1468; actives 0.39% (n = 280,000); also: nearly all actives have a fitted effect of over 55% in size
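Human K18 P301L fragment (15 uM unlabeled plus 0.24 uM Alexa 594-labeled) in 100 mM sodium acetate pH 7 with compound, aggregation induced by 20 uM heparin for 6 hr at 37 C. ThT (30 uM) added for 1 hr, then Alexa 594 FP read.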
TR SRC2 fluor cs: Texas Red fluorescence interference in TRb-SRC2 counter-screen; TRb/SRC2 Texas Red total fluorescence interference; Potency, µM (highest dose often 106 µM), inactives show at the highest dose fluorescence change, negative = quenching; actives 0.29% (n = 280,000); AID 1479; active = well fitted curve in either direction with a large enough effect; inconclusive = small, poorly fitted or top-dose-only effect
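Human TRb ligand-binding domain at 0.6 uM with 20 nM Texas Red SRC2 peptide in Tris buffer containing 1 uM T3 and 5% DMSO, incubated with compound 5 h at ambient temperature. Total fluorescence (555/632 nm) calculated as parallel + 2 × perpendicular.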
An asterisk follows results filed as active; i = inactive; u = inconclusive; x = no result given; [ ] = another dose, or the depositor's remark. Unless noted, calls follow the shape of the dose curve; as a rule, active = well fitted curve in the direction sought with a large enough effect; inconclusive = small, poorly fitted or top-dose-only effect, or another doubt; inactive = no such curve, though single readings can be large; an effect the other way counts as inactive or inconclusive. Unless noted, % is scaled to controls: 0 for no effect and ±100 for the full control effect; potency is read from the fitted curve at half-maximal effect. The list is partial; count on the stated rates, not on these rows.

SMILES	GoLoco inh red	TRb SRC2 PPI	JMJD2E inh	L3MBTL1 inh	RECQ1 helicase	Tau ThT inhib	Tau FP inhib	TR SRC2 fluor cs
COc1ccccc1N1CCN(C(=O)C2CCN(S(=O)(=O)c3ccc(C)cc3)CC2)CC1	2%	-1%[53 µM]	6%	-6%	i	-8%	7%	-2%[53 µM]
O=C(CCn1c(=O)oc2ccccc21)N1CCCCCC1	-8%	-6%	13%	-13%	-12%	-4%	11%	-2%
COc1cc(/C=C2\C(=N)N3N=CSC3=NC2=O)cc(Br)c1OC(=O)c1ccco1	3%	-2%	u	-7%	i	u	1%	-1%
CCn1c(SCc2nc3ccccc3[nH]2)nnc1-c1cccs1	-4%	-8%	6%	-10%	2%	-6%	-4%	-4%
C[C@H](NC(=O)OC(C)(C)C)C(=O)N/N=C/c1cccc2nccnc12	2%	-5%	u	-2%	-3%	-12%	-7%	-2%
CC1=NN(c2ccc(Cl)cc2)C(=O)C1C(c1cccc(O)c1)c1c(C)[nH]n(-c2ccc(Cl)cc2)c1=O (stereo not given)	-1%	12%	3.2µM*	-21%	3%	u	-8%	-5%
Cc1cc2c(cc1C)[n+](C)cn2CC(O)COCC1CC=CCC1 (stereo not given)	8%	3%	-19%	6%	16%	0%	0%	-4%
O=C(CCn1c(=O)oc2ccccc21)NCCCN1CCN(c2ccc(F)cc2)CC1	-6%	11%	3%	-7%	-3%	0%	1%	0%
Cc1ccc(S(=O)(=O)NCCSc2ccccc2)cc1[N+](=O)[O-]	1%	12%	1%	3%	5%	-6%	0%	-1%
CCC(=O)Nc1sc(Cc2ccc3c(c2)OCO3)c(C)c1C(N)=O	6%	-1%	-4%	x	i	x	-7%	0%

Brought forward from above: 4 entries; new compounds follow.
SMILES	GoLoco inh red	TRb SRC2 PPI	JMJD2E inh	L3MBTL1 inh	RECQ1 helicase	Tau ThT inhib	Tau FP inhib	TR SRC2 fluor cs
Cc1cc2c(cc1C)[n+](C)cn2CC(O)COCC1CC=CCC1 (stereo not given)	8%	3%	-19%	6%	16%	0%	0%	-4%
O=C(CCn1c(=O)oc2ccccc21)NCCCN1CCN(c2ccc(F)cc2)CC1	-6%	11%	3%	-7%	-3%	0%	1%	0%
Cc1ccc(S(=O)(=O)NCCSc2ccccc2)cc1[N+](=O)[O-]	1%	12%	1%	3%	5%	-6%	0%	-1%
CCC(=O)Nc1sc(Cc2ccc3c(c2)OCO3)c(C)c1C(N)=O	6%	-1%	-4%	x	i	x	-7%	0%
O=C(CCS(=O)(=O)c1cc(Br)cc2c1N(C(=O)C1CC1)CC2)Nc1ccc(Br)cc1F	x	-2%	x	x	x	-4%	u	-2%
COc1ccccc1-c1ccc(SCc2cccc(C)c2)nn1	33%[activator]	-9%	-4%	47%[activator]	u	u	-2%	-5%
Cc1nc(CSc2n[nH]c(=O)n2-c2ccccc2)cs1	1%	-4%	2%	4%	i	-7%	2%	-5%
COCCNc1nnc(SCC(=O)N2CCN(S(=O)(=O)c3ccccc3)CC2)s1	8%	-8%	-3%	0%	i	-3%	-5%	3%
COc1ccc(NC(=O)CC2CCCCC2)cc1OC	-9%	5%	0%	6%	-10%	2%	3%	1%
CCOc1cc(N2CCOCC2)c(OCC)cc1NC(C)C(=O)N1CCC(C)CC1 (stereo not given)	x	-6%	11µM*	2%	-6%	u	u	5%
COc1ccc(-c2noc(-c3ccc(Cl)cc3[N+](=O)[O-])n2)cc1OC	-11%	-2%	-2%	5%	-4%	2%	1%	-6%
CC(=O)Nc1ccc2ccccc2c1	-4%	-6%	2%	x	-2%	-5%	0%	-6%
Cc1ccccc1N/C(SCc1ccc(Cl)cc1)=C(/C#N)C(N)=O	6%	-3%	-1%	-2%	-4%	-8%	-5%	-1%
Cc1ccc(/C=C(\NC(=O)c2ccccc2)C(=O)NCCc2ccccn2)o1	43%[activator]	-2%	5%	-1%	0%	u	-9%	-2%

An excerpt from above in order of count of non-hydrogen atoms, rising.
SMILES	GoLoco inh red	TRb SRC2 PPI	JMJD2E inh	L3MBTL1 inh	RECQ1 helicase	Tau ThT inhib	Tau FP inhib	TR SRC2 fluor cs
COc1ccc(NC(=O)CC2CCCCC2)cc1OC	-9%	5%	0%	6%	-10%	2%	3%	1%
CCOc1cc(N2CCOCC2)c(OCC)cc1NC(C)C(=O)N1CCC(C)CC1 (stereo not given)	x	-6%	11µM*	2%	-6%	u	u	5%
O=C(CCS(=O)(=O)c1cc(Br)cc2c1N(C(=O)C1CC1)CC2)Nc1ccc(Br)cc1F	x	-2%	x	x	x	-4%	u	-2%

More entries follow.
SMILES	GoLoco inh red	TRb SRC2 PPI	JMJD2E inh	L3MBTL1 inh	RECQ1 helicase	Tau ThT inhib	Tau FP inhib	TR SRC2 fluor cs
Cc1ccc(S(=O)(=O)N2CCN(CC(=O)NC3CCCc4ccccc43)CC2)cc1C (stereo not given)	20%	-13%	-3%	x	2%	-14%	5%	3%
CC(=O)N(CCC(c1ccco1)C(C)C)Cc1ccc(Cl)cc1 (stereo not given)	-16%	7%	0%	-1%	-2%	-15%	1%	3%
COc1ccc(-c2cccc(-c3cc(=O)oc4cc(OC)c(OC)c(OC)c34)c2)cc1	3%	-3%	x	2%	i	-14%[81.4 µM]	0%[81.3 µM]	2%
COc1ccc(-c2nc3c(c4c2C[C@H](c2ccccc2)OC4)CN(C(=O)c2cc(I)ccc2F)CC3)c(C)c1	7%[14.2 µM]	2%[11.2 µM]	9%[11.4 µM]	x	-1%[11.5 µM]	1%[11.5 µM]	-1%[11.6 µM]	-3%[11.2 µM]
COc1ccc(N(CC(=O)NCCc2cccc(C)c2)S(=O)(=O)c2c(C)nn(C)c2C)cc1	x	-3%	x	x	x	-9%	2%	1%
O=C(Nc1cc(C(F)(F)F)ccc1N1CCOCC1)c1cccc(F)c1	-1%	-24%	3%	x	i	3%	-8%	-2%
CC1(C)CC(=O)C=C(NCCN2CCN(C(=S)Nc3ccccc3)CC2)C1	3%	1%	2%	0%	0%	-4%	-6%	-1%
COCCn1c(SCc2cccnc2)nnc1-c1ccco1	13%	-6%	-5%	x	i	-6%	4%	-3%
CCCCN(CC)CCCNC(=S)Nc1ccc2nc(N3CCN(CC)CC3)cc(C)c2c1	-10%	2%	u	x	-9%	-8%	9%	1%
Cc1cnc(NC(=O)CC2CCCC2)s1	-6%	1%	-3%	16%	-9%	-9%	2%	-5%
O=C(c1cccs1)N1CCN(Cc2cccc([N+](=O)[O-])c2)CC1	-2%	14%	u	2%	-12%	-1%	8%	-2%
CCCn1c(=O)c2sccc2n2c(CCCC(=O)NC3CCC(C)CC3)nnc12 (stereo not given)	x	5%	x	x	x	-5%	-6%	-1%
O=C(Nc1ccc(Br)cc1)Nc1ccccc1F	3%	-7%	5%	5%	-3%	11%	u	-5%
COc1ccc(-c2nn(-c3ccccc3)cc2CN(C)CCn2ccnc2C)c(F)c1	13%	-1%	-6%	-23%	i	-9%	0%	-1%
COC(=O)Cc1[nH]n(-c2ccccc2)c(=O)c1C(C)=Nc1ccccc1	7%	-1%	u	2%	-8%	u	-6%	0%
COc1cccc2c(=O)ccoc12	20%	-5%	0%	-8%	-4%	1%	0%	-2%
CCc1ccc(/C=C2\Oc3c(ccc(O)c3CN3CCN(CCO)CC3)C2=O)cc1	4%	8%	u	12%	-4%	u	6%	-8%
Cn1cnnc1Sc1nc([N+](=O)[O-])nn1C	-14%	6%	2%	10%	i	-1%	-6%	3%
Cc1ccc(OCCSc2nnc(-c3cccs3)o2)cc1Cl	x	0%	x	x	x	u	-12%	-45%
COc1ccc(NC(=O)c2csc(Cc3ccccc3)n2)cc1	8%	2%	-1%	x	-11%	u	4%	-6%
Cc1ccc(-c2nc(S(=O)(=O)c3ccc(Cl)cc3)c(N3CCCCC3)o2)cc1	x	8%	x	x	x	-5%	0%	-3%
CN1CCc2c1nc1ccccc1c2N=C1CCCN1Cc1ccccc1	10%	-8%	u	-1%	-3%	-1%	-1%	-2%
CC(=O)N1N=C(c2ccc(C)o2)CC1c1cccc(F)c1 (stereo not given)	-10%	5%	u	-2%	i	-5%	6%	-1%
CC1CCN(C(=S)c2cn(Cc3ccc(F)cc3)c3ccccc23)CC1	6%	-2%	10%	1%	0%	-3%	-2%	0%
NC(=O)NC(=O)CSc1ccccc1	4%	-8%	-3%	4%	i	-6%	8%	-1%
CN(C)N1C(N)=C(C#N)C(c2ccsc2)C2=C1CC(C)(C)CC2=O (stereo not given)	12%	-7%[53 µM]	-1%	-3%	-2%	10%	-2%	-1%[53 µM]
CCN(CC)c1ccc(/C=N/NC(=O)CCC(=O)NCc2ccccc2)c(O)c1	-3%	2%	25µM*	-13%	i	-13%	7%	-1%
Cc1ccc(C(=O)O/N=C(\N)c2cccnc2)cc1[N+](=O)[O-]	18%	5%	-8%	2%	-1%	u	-13%	-3%
CCCn1c(=O)[nH]c(=O)c2c(C(=O)OCC)cc(-c3cccs3)nc21	18%	-12%	u	10%	u	-12%	1%	-2%
CC(C)CNC(=O)C1CCN(c2ccc(S(=O)(=O)N3CCOCC3)cc2[N+](=O)[O-])CC1	-1%	10%	4%	x	i	-9%	-3%	-2%
CC(C)c1ccc(/C=N/NC(=O)C(=O)NCCCN2CCOCC2)cc1	2%	10%	-2%	2%	-10%	3%	10%	0%
Cn1c(COc2ccc3ccccc3c2)nnc1SCC(N)=O	1%	4%	1%	1%	-10%	-3%	-1%	0%
Cc1ccc(NC(=O)C2(N(C(=O)Cn3nnnc3N)c3ccc(C)cc3)CCCCC2)cc1	7%	-21%	2%	x	i	-6%	9%	2%
Clc1ccc(CNc2nnnn2-c2ccccc2)c(Cl)c1	9%	-4%	6%	x	-6%	-3%	-13%	-2%
c1ccc(C2CC(c3cccs3)Nc3nnnn32)cc1 (stereo not given)	1%	4%	4%	x	-5%	-17%	-4%	-2%
O=C1CCN(S(=O)(=O)c2ccccc2)CCN1CCOCc1ccc(C(F)(F)F)cc1	0%	8%	7%	x	-12%	-7%	-2%	-4%
COc1cccc(NC(=S)Nc2ccc(O)cc2)c1	-4%	-2%	-18%	x	10%	18µM*	u	4%

High-throughput results from PubChem BioAssay.
